# SRC1 TRFRET art: TR-FRET artefact, counter-screen to PPARgamma/SRC-1 agonist assay | TR-FRET ratio at 8 µM | TR-FRET detection artefact counter-screen, emission ratio; active compounds read high | AID 1051 | 0.34% of 99,000 active; in the data active = TR-FRET ratio above about 2300; also: inactives centre near 1800; reference of the scale not given here
# SRC3 TRFRET art: TR-FRET artefact, counter-screen to PPARgamma/SRC-3 agonist assay. PPARgamma/SRC-3 format; active compounds read high. TR-FRET ratio at 8 µM. 0.39% of 99,000 active; in the data active = TR-FRET ratio above about 2000; also: inactives centre near 1600; reference of the scale not given here
# Numbers without * were called inactive. The list is partial (hit frequency here may not be typical).
SMILES	SRC1 TRFRET art	SRC3 TRFRET art
COc1cc(OC)cc(C(=O)NNC(=O)Cc2ccc(OC)c(S(=O)(=O)N3CCOCC3)c2)c1	1650	1617
CCS(=O)(=O)N1Cc2ccccc2CC1C(=O)Nc1nc2ccccc2s1 (centres undefined)	2014	1626
CNC(=O)CSc1nnc(-c2ccccc2)n1C	1588	1594
CCOC(=O)C1(C)Oc2ccc(S(=O)(=O)CC)cc2NC1=O (centres undefined)	1903	1543
CCC(C)(C(=O)NC1CCCC1)N(C)C(=O)c1ccccn1 (centres undefined)	1913	1782
O=C(N/C(=C\c1cccnc1)c1nc2ccccc2[nH]1)c1cccc(Br)c1	2071	1661
CCn1c(CCNC(=O)c2ccc(OC)cc2)nnc1SCC(=O)Nc1ccccc1F	1731	1745
CCOc1ccccc1-n1nnnc1SCC(=O)NC(=O)NCc1ccco1	1785	1794
COc1ccccc1NC(=O)Nc1nc(C(C)(C)C)cs1	2016	1599
COc1ccc2oc(=O)c(C(=O)NCc3ccco3)cc2c1	2037	1512

# (more compounds)
SMILES	SRC1 TRFRET art	SRC3 TRFRET art
CC(C)=CCN1CCN(Cc2cc(C(C)C)n[nH]2)CC1CCO (centres undefined)	1769	1595
CC1(C)CC(N2CCOCC2)=CC(=[N+]2CCOCC2)C1	1619	1624
COc1ccc2[nH]c(=O)c(C(c3nnnn3CC3CCCO3)N3CCCCC3)cc2c1 (centres undefined)	1426	1271
CC[n+]1c(C=C2C=C(C)OC(C)=C2)sc2ccccc21	1623	1640
Cc1nnc(SCC2=C(C(=O)O)N3C(=O)C(NC(=O)Cn4nc(C(F)F)c(Cl)c4C)C3SC2)s1 (centres undefined)	1697	1566
O=C(CSCc1ccccc1)N1CCN(c2ccccc2)CC1	1931	1694
C=CCn1c(SC)nc2sc3c(c2c1=O)CCc1ccccc1-3	1972	1600
CCOC(=O)C1=C(C)NC(=S)NC1c1ccc(C)s1 (centres undefined)	1612	1361
Cc1c(CCO)c(=O)n(-c2ccccc2)n1S(=O)(=O)c1ccc([N+](=O)[O-])cc1	1795	1442
CCN1CCCC1CN(Cc1cc2ccc(C)cc2[nH]c1=O)C(=S)Nc1ccc(OC)cc1OC (centres undefined)	1834	1786

# Other entries follow.
SMILES	SRC1 TRFRET art	SRC3 TRFRET art
COc1cc(C(=O)OCCc2c(C)nc3nc[nH]n3c2=O)cc(OC)c1OC	1588	1540
O=c1c2sccc2nc(SCc2cc(=O)n3cc(Cl)ccc3n2)n1Cc1ccccn1	1718	1609
CC(=O)c1ccc(Sc2ccc(C(C)=O)cc2)cc1	1646	1404
CC(=O)N1CCN(Cc2ccc(Br)s2)CC1	1995	1396
Cc1nn(C(=O)c2ccco2)c(C)c1Sc1ccc(Cl)cc1	1550	1447
CCn1ncc([N+](=O)[O-])c1C(=O)n1nc(C)cc1C	1897	1757
COc1ccccc1/C=C/C(=O)Nc1ccc(N2CCOCC2)cc1	1642	1875
CC(C)c1nnc(NC(=O)c2cccc(NC(=O)C(F)(F)F)c2)s1	1816	1623
O=C(NNC(=O)C1CCN(Cc2ccc(Cl)c(Cl)c2)CC1)c1cccs1	1773	1607
O=C(COC(=O)c1c2c(nc3ccccc13)/C(=C/c1ccco1)CC2)NC1CCCC1	1911	1767

# Later entries
SMILES	SRC1 TRFRET art	SRC3 TRFRET art
CCOC(=O)c1c(C)nc2cc(C)ccn12	1674	1709
CC(Cl)C(=O)NC(=O)NC12CC3CC(CC(C3)C1)C2 (centres undefined)	1828	1735
O=C(CC(=O)NC1CCCCC1)N/N=C/c1ccccc1F	1512	1366
COc1ccc(/C=C/c2nc(-c3ccccc3O)n[nH]2)cc1	1476	1407
O=C(c1ccc2c(=O)n(-c3ccccc3)c(=S)[nH]c2c1)N1CCCCC1	1676	1489
CC1CCN(c2nc(-c3cccnc3)nc3scc(-c4ccccc4)c23)CC1	1693	1649
N#C/C(=C\c1ccc(-c2ccccc2Cl)o1)C(=O)Nc1nc2ccccc2s1	1920	1475
COc1ccccc1Nc1ncc(C(=O)N2CCC(C(N)=O)CC2)c2ccccc12	1417	1738
Cc1ccc(N/C=C/C(=O)c2cccs2)cc1	1756	1566
Cc1ccc(C)c(SCC(=O)NC(=O)Nc2ccc3c(c2)OCCO3)c1	1743	1545

# More results.
SMILES	SRC1 TRFRET art	SRC3 TRFRET art
CN(C)S(=O)(=O)c1cccc(COC(=O)c2ccc3c(c2)OCO3)c1	1875	1748
COc1cccc(-n2cnc3sc4c(c3c2=O)CCC4)c1	1795	1675
CCCC(=O)NNc1c2ccccc2nc2ccccc12	2079	1908
Cc1cc(C)n(CCNC(=O)c2cc(COc3c(F)cccc3F)on2)n1	1865	1583
CN(C)C(=O)COC(=O)c1ccccc1Sc1ccccc1C#N	1957	1480
O=C(/C=C/Nc1cccc(O)c1)c1ccccc1	1788	1375
COc1ccc(NS(=O)(=O)c2ccc(O)c(NC(=O)c3cc4c(C)nn(-c5ccc(F)cc5)c4s3)c2)cc1	1771	1637
CCC1(C)NC(=O)N(CC(=O)Nc2sc3c(c2C(N)=O)CCC3)C1=O (centres undefined)	2254	1597
Cc1occc1C(=O)NNC(=O)Nc1ccc([N+](=O)[O-])cc1	1910	1516
O=C(O)c1cc2nc3c(c(C(F)(F)F)n2n1)CCCC3	1722	1450

# One compound at a time, from the list above:
# COc1ccc(NS(=O)(=O)c2ccc(O)c(NC(=O)c3cc4c(C)nn(-c5ccc(F)cc5)c4s3)c2)cc1 reads SRC1 TRFRET art = 1771; SRC3 TRFRET art = 1637
# CCCC(=O)NNc1c2ccccc2nc2ccccc12 reads SRC1 TRFRET art = 2079; SRC3 TRFRET art = 1908
# O=C(O)c1cc2nc3c(c(C(F)(F)F)n2n1)CCCC3 reads SRC1 TRFRET art = 1722; SRC3 TRFRET art = 1450

# Following part:
SMILES	SRC1 TRFRET art	SRC3 TRFRET art
COc1cc(C2NCC(c3ccc(Cl)cc3Cl)c3c2[nH]c2ccccc32)cc(OC)c1OC (centres undefined)	2008	1658
COc1cccc(-c2nc(SCC(=O)Nc3nc(-c4ccccc4)c(C)s3)[nH]c(=O)c2C#N)c1	1930	1830
COc1cc(C(=O)NC(=S)NNC(=O)c2cnccn2)cc(OC)c1OC	1882	1703
C=CCNc1nc(C(=O)OCC)nc2ccccc12	1844	1441
Nc1cc(Cl)ccc1C(=O)OCC(=O)NC(=O)NCc1ccccc1	1726	1537
CC(C)c1ccc(-c2nnc(N)s2)cc1	1609	1496
O=C(Nc1ccccc1)c1ccc(=O)n(Cc2cccc(Cl)c2)c1	1753	1570
OCC1(Cc2cccc(C(F)(F)F)c2)CCN(Cc2cc(F)cc(F)c2)CC1	1756	1418
CCc1cc2c(=O)c(-c3ccc4c(c3)OCCO4)coc2cc1OS(C)(=O)=O	1518	1641
Cc1cccc(C)c1Nc1nnc(SCC(=O)Nc2cc(S(=O)(=O)N3CCCCC3)ccc2Cl)s1	1855	1518

# Continued.
SMILES	SRC1 TRFRET art	SRC3 TRFRET art
CN1/C(=C\C(=O)Nc2ccc(F)cc2)C(C)(C)c2ccccc21	1601	1485
COC(=O)c1c(NC(=O)/C=C/C(=O)O)sc(Cc2ccccc2)c1C	1410	1600
CCc1ccc(OCc2nnc(SCc3ccc(C(=O)O)cc3)o2)cc1	1848	1720
COC(=O)C1=C(C)N(Cc2ccc(C)cc2)C(=O)/C1=C\c1cc(OC)c(OC)c(OC)c1	1787	1575
CC(C)(C)Sc1ccc2nc3c(n2c1)CCCC3	2073	1683
CCC(=O)c1c(NCCc2ccccc2)cc(C)oc1=O	1666	1570
COc1cc(N=c2c([N+](=O)[O-])nn(-c3ccc4c(c3)OCCO4)n2O)cc(OC)c1	2060	1425
Cc1ccc(N2CCN(/N=C/c3ccncc3)CC2)cc1	1597	1633
CCOc1ccccc1NC(=O)CSc1nnc2ccc(-c3ccncc3)nn12	2048	1614
CSc1ccccc1C(=O)Nc1ccccc1C(=O)N1CCCC1	1671	1435

# Other entries
SMILES	SRC1 TRFRET art	SRC3 TRFRET art
Cc1nnc(NC(=O)CSc2nc3ccccc3[nH]2)s1	1668	1689
CC(C)CN1CCNC(=O)C1CC(=O)N(C)CC1CCOCC1 (centres undefined)	1703	1486
O=C(CCSCc1ccc(Cl)cc1)NCc1cccnc1	1803	1775
S=c1[nH]nc(-c2ccccc2Cl)n1Cc1ccccc1	1866	1705
O=C(COC(=O)C1CCN(C(=O)c2ccc(Cl)cc2)CC1)NC1CCS(=O)(=O)C1 (centres undefined)	1830	1568
O=C(NCc1cccc(C(F)(F)F)c1)c1cccc(S(=O)(=O)NCc2ccccc2)c1	1669	1452
COc1ccc(NC(=O)c2ccccc2NC(=O)CSc2ccccc2)cc1	1985	1516
COc1ccc(OC)c([C@@H]2OCCC=C[C@H]2C)c1	1750	1797
CC(=O)Nc1cccc(C(=O)NCC2(N3CCCCC3)CCCCC2)c1	2039	1774
CCC(C)(C)NC(=O)C(c1cccc(OC)c1OC)N(CC(C)C)C(=O)CCC(=O)Nc1cc(C)on1 (centres undefined)	1727	1647

# Next compounds:
SMILES	SRC1 TRFRET art	SRC3 TRFRET art
CC1=C(C)/C(=N\OS(=O)(=O)c2ccc(C)cc2)C=CC1=O	1877	1691
CN(NC(=O)c1ccccc1)C1=NS(=O)(=O)c2ccccc21	1849	1832
COc1ccc(Cc2noc(CN3CCN(Cc4csc(C)n4)CC3)n2)cc1OC	1632	1688
Cc1cccc(NC(=S)N=Nc2c(O)n(C)c3ccc(S(=O)(=O)N4CCOCC4)cc23)c1	1778	1465
CN(CC(=O)Nc1ccc(F)cc1)CC(=O)Nc1ccc(F)c(F)c1F	1588	1511
CS(=O)(=O)NCc1ccc(C(=O)O)cc1	1744	1446
CCOC(=O)NC(=O)C(=CNc1cccc(OC)c1)C(=O)NC(=O)OCC	1949	1366
O=C(Oc1ccc2ccccc2c1Cl)N1CCCCCC1	1680	1529
Cc1ccc(CCC(=O)Nc2ncc(Cc3cc(Cl)ccc3Cl)s2)o1	1877	1469
CCOC(=O)c1nc2nc(-c3cccs3)cc(C(F)(F)F)n2n1	1657	1715

# The results go on.
SMILES	SRC1 TRFRET art	SRC3 TRFRET art
CN(C)c1ccc(C=C2C(=O)OC3(CCCC3)OC2=O)cc1	1502	1429
CCn1c(SCC(=O)N/N=C/c2c[nH]c3ccccc23)nnc1-c1ccc(C)cc1	1882	1818
Cc1cccc(Cn2c(SCCN3CCOCC3)nc3c2c(=O)n(C)c(=O)n3C)c1	1696	1497
N=c1sccn1CC(=O)Nc1ccccc1Sc1ccccc1	1859	1741
[O-]c1n[n+](-c2ccc(Cl)cc2Cl)cc2ccccc12	1602	1276
COC(=O)c1ccc(NC(=O)COC(=O)c2cccc3c(=O)c(C)c(-c4ccccc4)oc23)cc1	1707	1629
CCC/C(=N\NC(=O)c1ccc(CSc2nncn2C)cc1)c1ccccc1	1608	1664
CC(=O)OCC1O[C@@H](O[C@@H]2C[C@H]3C(C)(C)[C@H](OC(C)=O)CC[C@]3(C)[C@H]3CC[C@]45C[C@]4(CC[C@H]5[C@@H](C)C[C@@H](O)[C@H](O)C(C)(C)O)[C@@]32C)[C@H](O)[C@@H](O)[C@@H]1O (some centres undefined)	1672	1474
C=CCN(CC=C)S(=O)(=O)c1ccc2nsnc2c1	1853	1662
CCCCC(=O)N/N=C/c1ccc(N2CCOCC2)c([N+](=O)[O-])c1	1865	1666

# Part of the list above, with values under each structure.
# Every second line gives: SRC1 TRFRET art | SRC3 TRFRET art
> [O-]c1n[n+](-c2ccc(Cl)cc2Cl)cc2ccccc12
→ 1602 | 1276
> COC(=O)c1ccc(NC(=O)COC(=O)c2cccc3c(=O)c(C)c(-c4ccccc4)oc23)cc1
→ 1707 | 1629
> CCC/C(=N\NC(=O)c1ccc(CSc2nncn2C)cc1)c1ccccc1
→ 1608 | 1664

# New compounds follow:
SMILES	SRC1 TRFRET art	SRC3 TRFRET art
CC(=O)NCCNc1ccc([N+](=O)[O-])cc1C#N	2006	1496
COCCNc1nnc(SCC(=O)Nc2cc(-c3ccccc3)nn2-c2ccccc2)s1	1589	1529
Cc1ccc(-n2ncc3ccccc3c2=O)cc1Cl	1859	1604
CC1CCCCN1S(=O)(=O)c1ccc(C(=O)Nc2ccccc2-c2nc3ccccc3[nH]2)cc1 (centres undefined)	1642	1570
Cc1ccccc1C(=O)OCc1cnc(Cl)s1	1535	1396
Cc1ccnc(NS(=O)(=O)c2ccc(NC(=O)CCS(=O)(=O)c3ccccc3)cc2)n1	1724	1619
Nc1ncnc(Nc2ccc(F)cc2)n1	1913	1620
CC(C)(C)NC(=O)C(c1cccs1)N(C(=O)c1csnn1)c1ccccc1F (centres undefined)	1637	1567
COCCN1CCN(Cc2cn[nH]c2-c2cc3ccccc3o2)CC1	1799	1604
O=C(COC(=O)CCc1c[nH]c2ccccc12)Nc1ccc([N+](=O)[O-])cc1	1648	1208

# Next part:
SMILES	SRC1 TRFRET art	SRC3 TRFRET art
CN(C)c1cc(N/N=C\c2ccccc2)nc(N(C)C)n1	1993	1641
Clc1ccc(CN2CCCCCCC2)cc1	1727	1345
CC(=O)Nc1ccc2c(c1)NC(=O)CC2	1835	1644
CCN(CC)S(=O)(=O)c1ccc(NC(=O)COC(=O)CCc2cc(OC)c(OC)c(OC)c2)cc1	1874	1621
O=C(/C=C/c1cccs1)N1CCc2ccccc21	2081	1676
O=C(c1ccc(Cn2c(=S)[nH]c3ccc(Br)cc3c2=O)cc1)N1CCN(C2CCCCC2)CC1	2076	1651
O=C(CNC(=S)N(Cc1ccccc1F)C1CCCCC1)NCCCN1CCOCC1	1895	1607
CCCCCCC(=O)OCC(=O)c1ccc2c(c1)NC(=O)CO2	1637	1550
CCCn1c2c(c(O)c(C(=O)Nc3nc4ccccc4s3)c1=O)CCCC2	1832	1821
CC1CCC2C(=O)N(c3ccc(C(=O)Oc4cccc5cccnc45)cc3)C(=O)C2C1 (centres undefined)	1862	1463
O=C(COc1ccccc1[N+](=O)[O-])N(Cc1ccccc1)c1ccccn1	1671	1596

# Compound activity as filed in PubChem.
